KOR beta-arrestin-1 = KOR agonists, beta-arrestin recruitment, primary screen, cell-based, luminescence, uHTS (AID 1777); KOR beta-arrestin recruitment, luminescence; higher % means a stronger effect; activation, % at 10 µM, or EC50 in µM where a hit was titrated; actives 0.02% (n = 280,000); in the data active means activation above about 50%, passing the limit was not always enough; further: a part of the inactive calls stands beside numbers as strong as those of hits
NOD1 NF-kB reporter = NOD1 signaling inhibitors, primary screen, cell-based, luminescence, uHTS (AID 1578); NOD1-driven NF-kB luciferase reporter cells, luminescence; higher % means a stronger effect; inhibition, % at 4 µM, or EC50 in µM where a hit was titrated; actives 1% (n = 290,000); in the data active means inhibition mostly above about 36%, no sharp cut-off; inactive means mostly below about 34%;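 further: HEK-293T reporter cells stimulated with the NOD1 agonist gamma-tri-DAP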
GPR35 arrestin U2OS = GPR35 antagonists blocking zaprinast-driven arrestin recruitment, primary screen, imaging, U2OS, beta-arrestin-GFP, zaprinast agonist (AID 2058) | U2OS GPR35 beta-arrestin-GFP translocation imaging, zaprinast antagonism; higher % means a stronger effect | inhibition, % at 10 µM, or IC50 in µM where a hit was titrated | actives 0.052% (n = 290,000);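 active means inhibition of at least 50% with at least 30 cells and total cytoplasm GFP at most 10,000,000; inconclusive means under 30 cells or total GFP of 10,000,000 plus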
Dengue-2 NS5 capping = Dengue-2 NS5 methyltransferase inhibitors, primary screen, biochemical, confirmation dose response (AID 588689); Genome polyprotein (Dengue virus type 2 (strain 16681-PDK53)); Dengue-2 NS5 methyltransferase capping enzyme assay, biochemical; higher % means a stronger effect; one-dose inhibition, % at 25 µM; IC50 in µM for titrated hits; actives 0.3% (n = 340,000); in the data active means a potency from the dose series; inconclusive means inhibition above about 29% without an active follow-up result
GPR55 activation = GPR55 agonists via beta-arrestin recruitment, primary screen, imaging, U2OS cells, beta-arrestin-GFP redistribution (AID 1961); G-protein coupled receptor 55 (Homo sapiens); activation, % at 10 µM; hits with a dose series show EC50 in µM; actives 0.048% (n = 290,000); U2OS GPR55 beta-arrestin-GFP redistribution imaging; higher % means a stronger effect;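 active means activation above 40% with more than 50 cells counted in the well; inconclusive means wells holding fewer than 50 cells, flagged as toxic or sparse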;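 further: U2OS osteosarcoma cells stably expressing GPR55 and beta-arrestin-GFP; plate controls were DMSO negative control for no effect and LPI positive control for full effect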
HIV peptide binding = inhibitors of HIV fusion peptide binding, primary screen, biochemical, uHTS, fluorescence dequenching (AID 1986) | cell-free peptide binding, fluorescence dequenching, 30 min; higher % means a stronger effect | one-dose inhibition, % at 20 µM; IC50 in µM for titrated hits | actives 0.3% (n = 290,000); in the data active means inhibition mostly above about 52%, no sharp cut-off; inactive means mostly below about 76%; further: some results filed as inactive read as strong as hits
KOR beta-arrestin-2 = KOR antagonists, beta-arrestin recruitment, cell-based, luminescence, uHTS (AID 1778); KOR beta-arrestin recruitment, luminescence, antagonist mode; higher % means a stronger effect; inhibition, % at 10 µM, or IC50 in µM where a hit was titrated; actives 0.091% (n = 290,000); in the data active means inhibition above about 50%; further: strong numbers were not always called active
GPR55 antagonists = GPR55 antagonists blocking LPI-driven arrestin recruitment, primary screen, imaging, U2OS, beta-arrestin-GFP, LPI agonist (AID 2013); G-protein coupled receptor 55 (Homo sapiens); U2OS GPR55 beta-arrestin-GFP translocation imaging, LPI antagonism; higher % means a stronger effect; inhibition, % at 10 µM, or IC50 in µM where a hit was titrated; actives 0.13% (n = 290,000);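 active means spots per cell inhibited over 60%, with over 100 cells counted and total cytoplasm intensity under 500,000; inconclusive means wells with under 100 cells, flagged as likely toxic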;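 further: U2OS cells stably carrying GPR55 and arrestin-GFP stimulated by 5 µM LPI near EC80; imaged beta-arrestin-GFP aggregate spots per cell after agonist stimulation; plate controls were LPI-stimulated DMSO wells for no effect and DMSO wells without LPI for full effect; some results filed as inactive read as strong as hits; confirmed hits need IC50 under 10 µM and bright autofluorescent wells are also inconclusive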
West Nile antiviral = West Nile virus antiviral activity, cell-based, CPE readout (AID 1621). West Nile virus-infected cells, CPE inhibition; higher % means a stronger effect. CPE inhibition, % at 10 µM; hits with a dose series show IC50 in µM. actives 0.02% (n = 290,000); in the data active means a potency from the dose series; inconclusive means CPE inhibition mostly from about 3.7% at the one dose, without a potency; inactive means the rest, 99 in 100 with CPE inhibition below about 2.2%; further: strong numbers were not always called active
Dengue-2 NS5 capping pilot replicate = further read-out of Dengue-2 NS5 capping, marked with its call; inhibition, %; measured here: pilot screen replicate inhibition
An asterisk follows results filed as active; ? = inconclusive; . = no result given; [ ] = remark or other dose. These rows are one share of the data (hit frequency here may not be typical).

Start of the data: the first 2 records (preview)
SMILES | KOR beta-arrestin-1 | NOD1 NF-kB reporter | GPR35 arrestin U2OS | Dengue-2 NS5 capping | GPR55 activation | HIV peptide binding | KOR beta-arrestin-2 | GPR55 antagonists | West Nile antiviral | others
COc1ccc(NC2=NC(C)(CO)CS2)cc1 (centres undefined) | 7.1% | -8% | 15% | 0% | 0.3% | 1.4% | 8% | 1% | -0.5%
c1ccc(Nc2nc3ccccc3n3cnnc23)cc1 | -0.3% | -26% | 5% | -8% | -0.5% | -1.2% | 22% | 10% | 0.0%

The list itself, from the first entry:
SMILES | KOR beta-arrestin-1 | NOD1 NF-kB reporter | GPR35 arrestin U2OS | Dengue-2 NS5 capping | GPR55 activation | HIV peptide binding | KOR beta-arrestin-2 | GPR55 antagonists | West Nile antiviral | others
COc1ccc(NC2=NC(C)(CO)CS2)cc1 (centres undefined) | 7.1% | -8% | 15% | 0% | 0.3% | 1.4% | 8% | 1% | -0.5%
c1ccc(Nc2nc3ccccc3n3cnnc23)cc1 | -0.3% | -26% | 5% | -8% | -0.5% | -1.2% | 22% | 10% | 0.0%
O=C1CSC(c2ccco2)N1 (centres undefined) | 11% | -22% | 18% | 1% | -0.3% | -2.5% | 31% | 7% | 0.0%
COc1ccc(OC)c(CNC(=O)C2CCN(S(=O)(=O)N3CCCC3)CC2)c1 | 1.8% | -15% | 8% | -5% | -0.1% | -1.2% | 2% | 4% | 0.3%
Cc1ncc(CO)c2cc(C(=O)Nc3cccc(F)c3)c(=Nc3cccc(C(N)=O)c3)oc12 | 7.3% | 16% | 1% | -5% | 0.0% | -1.6% | -32% | 6% | 2.8%
Nc1nc(N)c2nc(-c3ccccc3)c(N)nc2n1 | -4.4% | -47% | -7% | -4% | 0.4% | -0.7% | -1% | 9% | 1.0%
COc1ccc(N2CCCC2)c(NC(=O)c2ccc([N+](=O)[O-])o2)c1 | -2.9% | -20% | -15% | 18% | 0.6% | 0.5% | -9% | -13% | -1.9%
CC(=O)N1CCc2cc(S(=O)(=O)NC(CC(C)C)C(=O)Nc3cc(C(=O)O)ccc3C)ccc21 (centres undefined) | -1.0% | . | 0% | -5% | -0.1% | -0.4% | 42% | 11% | .
COc1cc(C(=O)N2CCN=C2c2ccccc2)cc(OC)c1OC | -10% | -4% | 9% | -10% | 0.3% | -2.5% | -26% | -12% | -0.3%
CCN(CCO)c1ccc(-n2c(N)c(C(=O)OC)c3nc4ccccc4nc32)cc1 | 5.9% | -4% | 1% | 12% | -0.2% | 8.9% | 5% | 6% | 1.4%
CC1(C)Cc2c(sc3ncnc(NN)c23)CO1 | -4.9% | -13% | -4% | -5% | -0.1% | -4.0% | 2% | 10% | 0.0% | Dengue-2 NS5 capping pilot replicate=-3.7
CC(=O)c1ccc(N2CCN(C(=O)[C@H](C)NC(=O)c3ccccc3Cl)CC2)cc1 | -1.8% | -36% | -4% | -6% | -0.2% | 2.1% | -41% | 11% | -0.8%
COCCNC(=O)C(c1c[nH]c2ccccc12)N(C(=O)c1snc(C(N)=O)c1N)c1cccc(OC)c1 (centres undefined) | 0.9% | -30% | 16% | -10% | -0.4% | 1.9% | 4% | -23% | -0.2%
CN(c1ccccc1)S(=O)(=O)c1ccc(NC(=S)NC(=O)c2ccccc2)cc1 | 9.9% | 28% | 0% | -1% | 0.0% | -2.2% | -43% | 17% | -0.1%
C=CCn1c[n+](CC(=O)c2ccc(Br)s2)c2ccccc21 | -4.7% | -30% | 2% | . | -0.1% | 2.3% | 2% | 2% | 1.0%
COC(=O)c1ccccc1NC(=O)NCc1c(C)nn(C)c1C | 1.0% | 35% | 0% | -5% | 0.3% | -1.2% | -14% | -10% | -0.8%
CCOc1ccccc1N1CC(O)=C(c2nc3ccccc3s2)C1=N | 1.9% | -18% | 1% | -4% | -0.1% | -2.9% | -18% | -20% | 0.4%
Cc1cc(-c2ccc(C)c(S(=O)(=O)NCc3cccc(Br)c3)c2)on1 | -7.0% | -20% | -2% | 7% | -0.2% | 2.3% | -31% | -4% | -1.9%
Cc1cccc(C(=O)Oc2ccc(/C=N/NC(=O)c3cc(O)cc(O)c3)cc2)c1 | -3.6% | -36% | -6% | 2% | 0.2% | 5.2% | -18% | 18% | 0.3%
O=c1c2ccccc2nc(CSc2nnnn2-c2ccccc2)n1-c1ccccc1Cl | 3.9% | -15% | 2% | -3% | -0.2% | -0.1% | -33% | -2% | .
CC(C)CC(=O)NCCc1ccncc1 | -8.8% | -5% | 15% | -1% | -0.2% | -0.6% | 11% | -4% | 0.3% | Dengue-2 NS5 capping pilot replicate=4.7
CCOC(=O)C1CCN(C(=O)C2CCN(S(=O)(=O)N3CCC4(CC3)OCCO4)CC2)CC1 | 0.5% | -32% | 6% | -9% | 0.7% | 0.2% | -16% | 2% | 0.6%
O=C(Cc1coc2ccc3ccccc3c12)N1CCN(c2ncccn2)CC1 | 1.7% | 7% | 10% | -8% | -0.2% | 2.1% | 13% | 8% | -0.5%
CC(c1ccccc1)N1C(=O)C2C3CCC(C3)C2C1=O (centres undefined) | 14% | -7% | -6% | 1% | 0.0% | -2.9% | 1% | -5% | -0.5%
CCCOc1ccc(-c2nn(-c3ccccc3)cc2/C=C2\SC(N)=NC2=O)cc1C | 3.9% | -13% | -4% | -3% | -0.1% | 2.7% | -20% | 75% | 2.1%
Cc1ccccc1Nc1nc(N)nc(-c2oc3ccccc3c2C)n1 | 4.7% | -13% | -7% | . | 0.2% | 1.9% | -29% | -7% | 0.7%
COc1ccc(NC(=O)c2cc([N+](=O)[O-])ccc2N2CCN(C)CC2)cc1 | . | -17% | 12% | 2% | -0.1% | 1.4% | -39%[20 µM] | 5% | -0.2%
C=CCOc1ccc(C(=O)CC)cc1OC | 1.8% | -39% | -7% | 3% | 0.1% | 1.0% | . | 11% | 1.2%
COc1cc(CCC(=O)OCC(=O)NC2CCCC(C)C2C)cc(OC)c1OC (centres undefined) | -2.6% | -25% | -6% | -4% | 0.0% | -1.2% | 5% | 4% | 0.7%
Cn1c(=O)c2c(nc(Sc3ncnn3CC(=O)NC3CCCCC3)n2C)n(C)c1=O | 1.6% | -12% | -12% | 4% | -0.1% | 0.4% | 6% | 10% | 0.5%
COc1ccc(/C=N/N2C(=O)C3C4C=CC(C4)C3C2=O)cc1[N+](=O)[O-] (centres undefined) | -5.1% | 2% | 14% | 0% | -0.1% | -1.2% | 6%[20 µM] | -3% | 0.8%
CCN1CCN(C(c2cccs2)C(C)NC(=O)c2cccc(OC)c2OC)CC1 (centres undefined) | -0.9% | -37% | -10% | 0% | -0.2% | 1.7% | -9% | 8% | -0.2%
COc1ccc(OC)c(-c2csc(NC(=O)c3ccc(OCC4CCCO4)cc3)n2)c1 (centres undefined) | 9.1% | -23% | 0% | . | -0.2% | 3.5% | -30% | -3% | 0.2%
CCc1nc2ccc(C(=O)N3CCN(c4cccc(Cl)c4)CC3)cc2nc1CC | 1.6% | -19% | -8% | -8% | -0.2% | 0.2% | -19% | 6% | 0.1%
CC(C)Oc1ccc(C(=O)Nc2ccc3c(c2)n(C)c(=O)n3C)cc1 | 0.3% | -26% | 2% | 4% | 0.6% | 0.2% | -27%[20 µM] | -3% | 1.6% | Dengue-2 NS5 capping pilot replicate=-3.0
Cc1cccc(C)c1NC(=O)CCCSc1nnc(-c2ccc(Cl)cc2)n1-c1ccccc1 | 1.5% | -38% | 4% | -3% | 0.1% | -0.6% | 34% | 17% | -1.3%
COc1ccc(C(O)P(=O)(O)CCc2ccccc2)cc1 (centres undefined) | 5.5% | 1% | 13% | 4% | 0.2% | -0.2% | -22% | -7% | 0.1%
COC(=O)c1sccc1NC(=O)CSc1nnnn1-c1ccccc1C | -1.7% | -57% | -11% | -3% | -0.1% | 0.3% | 3% | 0% | 1.4% | Dengue-2 NS5 capping pilot replicate=-0.9
COC(=O)c1ccc(NC(=O)CSC2=NC(=O)C(c3ccccc3)C(=O)N2)cc1 (centres undefined) | 1.0% | -19% | -2% | -8% | 0.0% | 0.7% | -40% | -10% | -1.0%
Cc1ccc2c(c1)c(C)c(C)n2CC(O)Cn1nc(C)cc1C (centres undefined) | 8.0% | -15% | -1% | -4% | -0.6% | 4.4% | -4% | -1% | -0.3%
CCCCN(C)C(=O)c1nc2ccccn2c1CN1CCN(C/C=C/c2ccccc2)CC1 | 1.3% | -32% | 0% | -4% | 0.8% | -0.2% | -4% | 3% | -1.4%
Cc1nc2ccccc2n1CCOc1ccc([N+](=O)[O-])cc1 | -2.6% | -29% | -11% | -7% | -0.1% | -0.8% | -12% | 14% | -0.7%
CCOC(=O)c1cc(NC(=O)NC2CCCCC2)c(C)nc1C | -0.1% | -12% | -9% | -3% | 1.5% | -1.0% | 1% | -4% | -0.3%
Cc1ccc(S(=O)(=O)N2CCN(c3ccnc4cc(Cl)ccc34)CC2)cc1 | -1.6% | 16% | -1% | -2% | 0.6% | -1.2% | -25% | -8% | -1.2%
O=C(NCC(=O)N(Cc1ccccc1)C(C(=O)NC1CCCC1)c1ccncc1)c1ccco1 (centres undefined) | 8.6% | -10% | -16% | -3% | 0.4% | 1.8% | -24% | -5% | 0.4%
C/C(=N\Nc1nc(N)cc(Cl)n1)c1ccc(F)cc1 | -2.1% | -40% | -2% | -6% | -0.3% | 0.5% | 3% | 6% | -0.6%
COC(=O)c1ccc(CSc2nc(C)nc3sc(C)c(C)c23)o1 | 0.8% | -2% | -4% | -1% | -0.2% | 0.0% | 12% | 0% | 1.1%
COc1ccc(CCc2nnc(CCC(=O)NCc3cnn(-c4ccccc4C)c3)o2)cc1 | 2.0% | -23% | -12% | 6% | 0.3% | -1.5% | 0% | 3% | -0.7%
C/C(=N/NS(=O)(=O)c1ccc(C)cc1)c1c(O)c2ccccc2oc1=O | -0.8% | 2% | -5% | -2% | -0.1% | 3.7% | -4% | -2% | 0.7%
CCOc1cc(NC(=O)c2ccccn2)c(OCC)cc1NC(=O)c1ccccc1 | . | -43% | 0% | -7% | 1.8% | 0.9% | -40%[20 µM] | ? | -1.0%
CCN(CC)C(=O)c1[nH]cnc1C(=O)N[C@@H](Cc1ccccc1)C(=O)OCc1ccccc1 | 0.6% | 7% | -5% | -15% | 0.1% | 1.2% | 13% | 5% | -0.1%
COc1cc(S(=O)(=O)N(Cc2ccccn2)Cc2ccccc2Cl)ccc1-n1cnnn1 | 4.6% | -16% | 5% | 2% | 0.3% | -3.0% | 1% | -1% | -0.9%
COc1ccccc1N1CCN(C2CCN(C(=O)c3cccc(F)c3)CC2)CC1 | 1.4% | -24% | . | 4% | 0.2% | 2.0% | -25% | 6% | -0.3%

Compound activity: PubChem BioAssay, several laboratories
